SENP7 block: SENP7 protease inhibitors, primary screen, biochemical, luminescence, uHTS; recombinant SENP7, Z-RLRGG-aminoluciferin luminescence, 40 min; inhibition, % at 5 µM; 1.5% of 330,000 active;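 active means inhibition above about 50% at the single test dose, limit read from the data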;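 further: plate controls were DMSO with enzyme for no effect and no enzyme buffer wells for full effect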
Target sequence (Q9BQF6 706-1050 limits assumed): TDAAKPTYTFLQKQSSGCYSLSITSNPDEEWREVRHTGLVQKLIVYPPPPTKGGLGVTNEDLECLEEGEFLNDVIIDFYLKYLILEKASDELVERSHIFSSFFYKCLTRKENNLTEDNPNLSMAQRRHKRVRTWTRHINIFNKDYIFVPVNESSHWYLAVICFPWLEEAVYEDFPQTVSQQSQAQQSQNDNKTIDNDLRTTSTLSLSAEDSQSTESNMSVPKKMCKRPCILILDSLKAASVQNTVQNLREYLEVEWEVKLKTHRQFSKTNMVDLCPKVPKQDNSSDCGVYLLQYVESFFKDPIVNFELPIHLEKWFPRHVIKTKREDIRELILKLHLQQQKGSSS
HKDC1 inh: HKDC1 hexokinase inhibitors, primary screen, biochemical, fluorescence, uHTS. AID 493160, 2011. 0.16% of 340,000 active. recombinant HKDC1, G6PDH/diaphorase resazurin coupled fluorescence. inhibition, % at 20 µM;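 active means inhibition above about 35% when tested at 20 µM, limit read from the data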;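 further: plate controls were DMSO wells with enzyme for no effect and DMSO wells lacking enzyme for full effect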
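Test system: HK5 enzyme. Quantity: 5 µg/mL HK5 final. Reagent: glucose and ATP substrates. Schedule: 90 min reaction incubation at room temperature, dark. Technique: resazurin-to-resorufin fluorescence via G6PDH and diaphorase coupling, 525/613 nm. Control set: DMSO wells with and without enzyme mix.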
SENP6 block: SENP6 protease inhibitors, primary screen, biochemical, luminescence, uHTS | Sentrin-specific protease 6 (Homo sapiens), Q9GZR1 | Recombinant SENP6 catalytic domain, aminoluciferin luminescence | inhibition, % at 10 µM | 1.8% of 330,000 active | AID 2599, 2010;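 active means inhibition above about 50% at the single tested dose, limit read from the data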;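 further: plate controls were DMSO wells with enzyme for no effect and DMSO wells lacking enzyme for full effect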
Target sequence (Q9GZR1 628-1112 limits assumed): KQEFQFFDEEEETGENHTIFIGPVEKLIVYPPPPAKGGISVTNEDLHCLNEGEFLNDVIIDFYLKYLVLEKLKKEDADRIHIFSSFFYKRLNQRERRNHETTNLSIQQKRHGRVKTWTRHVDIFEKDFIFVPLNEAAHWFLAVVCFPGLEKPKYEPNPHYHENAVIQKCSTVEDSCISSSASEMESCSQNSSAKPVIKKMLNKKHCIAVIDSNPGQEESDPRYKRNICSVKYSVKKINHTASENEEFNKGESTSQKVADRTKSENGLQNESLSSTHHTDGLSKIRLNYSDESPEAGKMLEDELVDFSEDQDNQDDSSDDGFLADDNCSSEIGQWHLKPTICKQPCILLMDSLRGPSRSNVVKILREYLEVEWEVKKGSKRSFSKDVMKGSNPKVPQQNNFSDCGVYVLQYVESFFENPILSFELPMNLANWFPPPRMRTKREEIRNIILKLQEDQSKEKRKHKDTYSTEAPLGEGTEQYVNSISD
Apaf-1 inh: inhibitors of human Apaf-1 apoptosome, primary screen, biochemical, DEVD-Rh110 fluorescence, uHTS | 0.71% of 330,000 active | inhibition, % at 20 µM | AID 489030, 2010 | reconstituted apoptosome caspase-3 activity; active means inhibition of at least 40% at 20 µM;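 further: plate controls were DMSO wells for no effect and DEVD-CHO caspase inhibitor wells for full effect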
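System: Apoptosome proteins | Medium: Hepes pH 7.5 with detergent and BSA | Also added: Cytochrome c trigger plus (Z-DEVD)2-Rh110 caspase-3 substrate | Incubation: 30 min compound preincubation, 50 min activation, room temperature | Detection: Rhodamine 110 fluorescence at Ex 480/Em 540 nm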
PfG6PD inh: PfG6PD enzyme inhibitors, primary screen, biochemical, fluorescence intensity, uHTS; glucose-6-phosphate dehydrogenase-6-phosphogluconolactonase (Plasmodium falciparum 3D7); PfGluPho enzyme, NADPH resazurin-diaphorase fluorescence; inhibition, % at 20 µM; 0.78% of 350,000 active; AID 504690, 2011;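 active means inhibition reaching at least a set limit at 20 µM in the primary screen, cut at about 59% in these data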;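 further: 0% = DMSO wells with substrate and 100% = DMSO wells lacking glucose-6-phosphate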
SENP1 FRET inh: human SENP1 catalytic domain inhibitors, primary screen, biochemical, FRET, uHTS | Sentrin-specific protease 1 (Homo sapiens), Q9P0U3 | recombinant SENP1 catalytic domain, CyPet-SUMO1-YPet FRET cleavage | inhibition, % at 10 µM | 0.21% of 360,000 active | AID 624204, 2012;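 active means inhibition at least 30% at 10 µM, raw YFP signal under a set limit, fluorescence ratio 0.5 to 1.5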;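 further: 0% = enzyme with DMSO and 100% = no enzyme wells; some results filed as inactive read as strong as hits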
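Assay system: hSENP1 catalytic domain, recombinant. Amount: SENP1 enzyme, 20 pM final. Schedule: 50 min reaction, RT, dark. Technique: FRET, CFP and YFP emission. Control set: no-enzyme wells low, DMSO-plus-enzyme wells high control.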
SENP8 block-1: human SENP8 protease inhibitors, primary screen, biochemical, fluorescence, Nedd8 protein substrate, uHTS. Sentrin-specific protease 8 (Homo sapiens), Q96LD8. recombinant SENP8. inhibition, % at 20 µM. 0.64% of 360,000 active. AID 602440, 2012; in the data active means inhibition mostly above about 40%, no sharp cut-off; inactive means mostly below about 27%
Target sequence (Q96LD8 whole entry, looked up): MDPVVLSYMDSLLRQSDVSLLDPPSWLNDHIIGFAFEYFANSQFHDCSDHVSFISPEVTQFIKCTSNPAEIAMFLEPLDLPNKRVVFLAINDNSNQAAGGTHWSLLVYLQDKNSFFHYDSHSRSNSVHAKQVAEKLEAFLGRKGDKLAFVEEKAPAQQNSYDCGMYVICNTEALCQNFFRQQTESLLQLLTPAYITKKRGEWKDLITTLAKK
NLRP3 yeast inh: NALP3 inflammasome inhibitors in reconstituted yeast, primary screen, luminescence, uHTS | 0.39% of 330,000 active | Yeast reconstituted NLRP3/ASC/caspase-1, beta-gal luminescence, 24 h | inhibition, % at 10 µM | AID 2825, 2010;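 active means inhibition of 50% or more; inactive means inhibition below 50%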;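 further: plate controls were induced DMSO wells for no effect and uninduced yeast grown without galactose for full effect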
SENP8 block-2: SENP8 protease inhibitors, primary screen, biochemical, luminescence | Sentrin-specific protease 8 (Homo sapiens), Q96LD8 | purified SENP8, Z-RLRGG-aminoluciferin cleavage | inhibition, % at 10 µM | 1.2% of 330,000 active | AID 2540, 2010; in the data active means inhibition above about 50%
The depositor's hits bear a star; . = no result given.

SMILES	SENP7 block	HKDC1 inh	SENP6 block	Apaf-1 inh	PfG6PD inh	SENP1 FRET inh	SENP8 block-1	NLRP3 yeast inh	SENP8 block-2
COc1cccc(N2CCN(CC(=O)Nc3ccc(S(=O)(=O)N4CCCCCC4)cc3)CC2)c1	0	-2	1	11	12	-1	10	-1	0
CC1(c2ccc([N+](=O)[O-])cc2)NC(=O)NC1=O (stereo not drawn)	-4	-1	8	-8	-10	2	12	3	-9
COC(=O)C1=C(C)NC(=O)/C1=C\N(C)C	4	-7	-3	0	18	18	1	10	-1
Cc1ccc(Cl)cc1N1CCN(Cc2nnnn2Cc2ccco2)CC1	.	5	.	.	-10	1	18	.	.
CC(=O)NS(=O)(=O)c1ccc(NC(=O)COc2ccc(C(=O)c3ccccc3)cc2)cc1	-1	-15	-23	12	-12	3	12	-2	-8
O=C(CCc1ccccc1)NCCc1cccs1	0	-7	18	3	4	2	4	7	2
CS(=O)(=O)NNC(=O)Cn1nnc(-c2cc(C(F)(F)F)cc(C(F)(F)F)c2)n1	1	-3	-3	-15	6	0	16	4	5
COc1ccc(-c2nnc(SCC(=O)OC3CCCCC3)o2)cc1OC	10	20	-8	9	24	2	8	-3	-4
Cc1ccc(Cl)cc1N1CCN(C(=O)CCS(=O)(=O)c2ccc3c(c2)NC(=O)CO3)CC1	2	-1	-10	8	12	1	17	3	-7
CCc1nnc(NC(=O)c2ccc(NC(=O)C(C)C)cc2)s1	-2	-1	-10	-9	-2	0	-2	10	-4
O=C(NCC(=O)N1CCC(Cc2ccccc2)CC1)c1ccc(Cl)cc1	7	11	0	8	-8	3	-1	25	2
Fc1ccc(NC(=S)NCc2ccccc2)cc1	11	-5	-16	1	-11	3	12	11	9
O=C(CN1C(=O)NC2(CCCCCC2)C1=O)NCc1ccccc1Cl	-3	-3	-9	-9	3	2	12	9	5
Cc1cc(C)n(-c2ncnc3sc4c(c23)CCCC4)n1	6	-14	-12	-8	-20	-9	-56	18	-12
Cc1ccc(/C=N/NC(=O)CC2N=C(Cc3ccccc3)NNC2=O)cc1 (stereo not drawn)	-14	-3	1	12	-9	-2	-99	16	-6
Cc1ccc(S(=O)(=O)Nc2n[nH]nc2C(=O)NC2CCCCC2)cc1	-3	3	-7	-3	-12	2	17	5	1
C[C@H](NC(=O)c1ccc(Cl)cc1)C(=O)NNC(=O)c1cccs1	-2	-1	17	-10	10	2	-3	24	4
CC12CCC(C(=O)NCc3ccccc3Cl)(CC1=O)C2(C)C (stereo not drawn)	-1	-9	-11	-2	12	4	6	5	4
CC(C)Cc1nnc(NC(=O)C2CCN(C(=O)c3ccc(Cl)cc3)CC2)s1	3	-4	6	10	4	2	7	3	12
Cc1ccsc1CN(C)Cc1nc(C2CC2)no1	-8	-5	-1	1	1	-2	-158	-10	-11
CS(=O)(=O)Nc1ccc(-c2ccc(/C=C3\SC(N)=NC3=O)o2)cc1	-2	6	-8	10	16	-26	-153	16	-12
Cc1ccc(S(=O)(=O)N(CC(=O)Nc2cccc(C(F)(F)F)c2)C(=O)N2CCN(C)CC2)cc1	4	1	-10	12	-14	1	4	6	5
CCN(CC)c1nc2n(c(=S)n1)CCS2	3	-17	-7	-20	0	2	13	-2	-3
CCC(NC(=O)NC1CCCCC1)c1ccccc1 (stereo not drawn)	-3	0	-11	5	11	-1	5	-9	-6
O=C(Nc1ccc(Cl)c([N+](=O)[O-])c1)ONC1=NCCCCC1	-3	-1	18	-6	13	3	27	-6	3
Cc1ccc(-c2csc(=Nc3cccnc3)n2CCCn2ccnc2)cc1C	-12	-7	-15	7	-9	1	14	10	-8
COc1cc(-c2cccc([C@H]3[C@@H]4C=CC[C@@H](C)[C@@H]4C(=O)N3Cc3ccccc3)c2)cc(OC)c1OC	1	2	.	23	30	2	-1	.	.
COc1ccc(S(=O)(=O)N2CCCCC2)cc1NC(=O)C1CC(=O)N(c2ccc3c(c2)OCCO3)C1 (stereo not drawn)	-6	-4	-15	19	6	2	4	3	0
C=CC(COCc1ccccc1)N(Cc1ccccc1)S(=O)(=O)c1ccccc1Br (stereo not drawn)	2	3	-11	14	22	-4	16	16	-8
O=S(=O)(NCC(c1ccco1)N1CCN(c2ccccc2F)CC1)c1ccc2c(c1)OCCO2 (stereo not drawn)	8	3	-8	-3	5	0	16	1	-3
CN(C)c1ccc(/C=[N+](\[O-])C(C)(C)/C=N/O)cc1	7	2	-1	-7	-5	1	-6	13	1
CCN(CC)S(=O)(=O)c1cc(C(=O)OCC(=O)NC(=O)c2cccn2C)ccc1C	6	10	8	2	-6	-3	1	11	-2
O=C(Nc1cccc(F)c1)C1CC(=O)N(c2ccc(Cl)cc2)C1 (stereo not drawn)	0	1	10	12	1	3	11	7	1
CC(C)Cc1ccc(C(C)C(=O)N2CCOCC2)cc1 (stereo not drawn)	10	-5	-2	-3	2	0	18	18	9
COc1cc(S(=O)(=O)Nc2ccc3nc(C)sc3c2)ccc1NC(C)=O	8	3	-9	0	8	36*	-24	16	-5
Cc1cc(C)nc(/N=C2\NC(=O)CC(C(=O)O)N2c2ccc(C)c(C)c2)n1 (stereo not drawn)	1	-7	2	2	1	1	6	2	-2
Cc1ccccc1N1C(=O)C2C3C=CC(CC3)C2C1=O (stereo not drawn)	8	-7	0	2	-18	1	18	13	-11
Cc1ccc(S(=O)(=O)NCCc2cccs2)cc1	-4	1	8	-10	15	-1	18	17	5
COc1ccc(C(=O)c2c(C(F)(F)F)oc3c2C(=O)c2ccccc2C3=O)cc1OC	45	20	58*	85*	80*	1	63*	4	60*
COc1cc(OC)cc(C(=O)NC2CCCCCCC2)c1	-7	2	-10	15	4	3	11	15	-10
Cc1ccc(NC2c3ccccc3C(=O)N2c2cccnc2)cc1 (stereo not drawn)	1	-6	-20	-6	8	1	14	4	-3
O=C(/C=C\c1ccc(-c2cccc([N+](=O)[O-])c2)o1)N1CCOCC1	-4	15	-11	5	-6	4	15	29	-11
CCOc1ccccc1C(=O)Nc1nnc(SCC(=O)N2CCOCC2)s1	-3	2	24	-11	4	1	-73	19	10
Cc1ccc(C)n1-n1cnc2sc(-c3ccccc3)cc2c1=O	0	-8	-9	-4	0	2	5	-8	0
CCOC(=O)CCSc1nc(-c2ccccc2)cc(C(F)(F)F)n1	5	-1	-15	24	9	1	8	21	2
COc1cc(NC(=O)c2ccco2)c(OC)cc1NC(=O)CSc1ncc(-c2ccc(F)cc2)[nH]1	2	-8	3	-12	8	-1	-15	15	0
Cn1c(CN2CCCCC2)nc2cc([N+](=O)[O-])ccc21	8	-4	2	7	10	2	21	-12	1
OC(COCCOc1ccc(Br)cc1)CN1CCCCC1 (stereo not drawn)	-1	-9	3	-3	12	0	21	15	-7
COc1cc(OC)cc(C(=O)NC(C(=O)NNC(=O)c2ccc(C)cc2)C(C)C)c1 (stereo not drawn)	6	-2	-2	1	-13	0	10	13	-2
COc1ccc(CCN(C)C(=O)CNC(=O)Cc2cccc3ccccc23)cc1OC	8	-5	-11	17	8	-5	-6	9	-8

6 compounds drawn at random from those above, as already listed:
SMILES	SENP7 block	HKDC1 inh	SENP6 block	Apaf-1 inh	PfG6PD inh	SENP1 FRET inh	SENP8 block-1	NLRP3 yeast inh	SENP8 block-2
CC(C)Cc1nnc(NC(=O)C2CCN(C(=O)c3ccc(Cl)cc3)CC2)s1	3	-4	6	10	4	2	7	3	12
CCOC(=O)CCSc1nc(-c2ccccc2)cc(C(F)(F)F)n1	5	-1	-15	24	9	1	8	21	2
CC(C)Cc1ccc(C(C)C(=O)N2CCOCC2)cc1 (stereo not drawn)	10	-5	-2	-3	2	0	18	18	9
O=C(/C=C\c1ccc(-c2cccc([N+](=O)[O-])c2)o1)N1CCOCC1	-4	15	-11	5	-6	4	15	29	-11
CCC(NC(=O)NC1CCCCC1)c1ccccc1 (stereo not drawn)	-3	0	-11	5	11	-1	5	-9	-6
COc1ccc(-c2nnc(SCC(=O)OC3CCCCC3)o2)cc1OC	10	20	-8	9	24	2	8	-3	-4

The list goes on:
SMILES	SENP7 block	HKDC1 inh	SENP6 block	Apaf-1 inh	PfG6PD inh	SENP1 FRET inh	SENP8 block-1	NLRP3 yeast inh	SENP8 block-2
O=C(O)/C(=C\c1ccccc1OC(F)F)c1ccc(-c2ccccc2)cc1	-1	7	-7	9	5	-18	-146	10	-1
CCNC(=S)Nc1ccc(OC(F)(F)F)cc1	8	-1	16	-1	-10	1	0	5	11
COc1ccc(CNC2CCN(Cc3ccccc3)CC2)cc1	-3	-1	-2	-1	-4	2	16	41	11
CS(=O)(=O)N1CCN(c2ccc(NC(=O)c3cccnc3Cl)cc2)CC1	14	-12	-7	-11	25	1	6	4	-8
CCc1nc(N2CCN(S(=O)(=O)c3ccc(Br)cc3)CC2)c2c(C)c(C)sc2n1	-8	-8	-7	-4	2	1	20	5	-1
CC1(C)CC(=O)C2=C(C1)C(c1cn(-c3ccccc3)nc1-c1ccccc1)C(C#N)=C(N)O2 (stereo not drawn)	-1	-4	-14	9	-4	-2	16	22	-10
Cc1cc(C)nc(N(C#N)CN2C(=O)c3ccccc3S2(=O)=O)n1	-3	-1	0	7	-4	-1	-2	14	-6
COc1ccc(CNC(=O)CCSCc2cccc(Cl)c2)cc1	-4	-6	-14	4	5	1	11	41	-1
COc1ccc(C(CC(=O)NCC(OC)OC)NS(=O)(=O)c2ccc(Cl)cc2)cc1 (stereo not drawn)	-13	-8	-5	-4	15	2	12	5	-3
CCN(CC)S(=O)(=O)c1ccc(OC)c(NC(=O)C2CC(=O)N(c3ccc(C)cc3)C2)c1 (stereo not drawn)	0	17	-7	7	-26	1	10	19	2
COc1ccccc1/C=C(/C#N)C(=O)O	.	-5	.	.	-20	1	0	.	.
O=C(C1=NN[C@@H]2C(=O)N(c3cccc(F)c3)C(=O)[C@H]12)c1cnccn1	-11	0	-13	-6	-15	2	22	1	-4
COc1ccc(/C=C(\NC(=O)c2ccco2)C(=O)NCCc2nc3ccccc3[nH]2)cc1	7	2	-11	-5	2	-17	20	13	-14
COC(=O)c1sc(-c2ccccc2)cc1NC(=O)c1cc(OC)cc(OC)c1	-7	-8	-4	-5	5	0	-345	9	-10
O=C(OCCn1c(=S)sc2ccccc21)c1ccccc1	.	-1	.	.	-7	-2	10	.	.
O=c1c2ccccc2c(C=NCCO)c(O)n1-c1ccccc1	-1	2	-5	-2	-1	-5	-4	-5	-2
CN1C2CCC1CC(NC(=O)c1cc(Cl)cc3[nH]cnc13)C2 (stereo not drawn)	5	-4	6	-8	15	0	14	16	4
COc1cccc(-c2nc(-c3cccs3)no2)c1	92*	-4	90*	-15	22	0	24	3	83*

Assay outcomes from PubChem.
